BioA inh: BioA (M. tuberculosis) enzyme inhibition; purified M. tuberculosis BioA enzyme, plate reader; hit rate 0.096% among 360,000; inhibition, % at 9.99 µM; AID 602481; in the data active = inhibition above about 40%
* hit, by the source's call. Not all compounds are listed, so the mix of outcomes need not match the whole.

The first five entries (preview)
SMILES | BioA inh
COc1ccccc1NC(=O)N1CCCCN2[C@H](CO)[C@@H](c3ccc(C#Cc4ccccc4)cc3)[C@@H]2C1 | -0.8
C[C@@H]1CCCCO[C@H](CN(C)S(=O)(=O)c2ccccc2)[C@@H](C)CN([C@@H](C)CO)C(=O)c2cc(NC(=O)c3ccncc3)ccc2O1 | -0.3
O=C(CN1CCOCC1)N[C@@H]1CC[C@@H](CCNS(=O)(=O)c2ccccc2F)O[C@H]1CO | -0.8
CNC[C@@H]1OCCCC[C@@H](C)Oc2ccc(NS(=O)(=O)c3ccccc3)cc2C(=O)N([C@@H](C)CO)C[C@@H]1C | -1.2
Cc1ccc(S(=O)(=O)Nc2ccc3c(c2)C(=O)N(C)[C@H]2CC[C@@H](CC(=O)NCCc4ccncc4)O[C@@H]2CO3)cc1 | 1.6

The whole of this part (from the top)
SMILES | BioA inh
COc1ccccc1NC(=O)N1CCCCN2[C@H](CO)[C@@H](c3ccc(C#Cc4ccccc4)cc3)[C@@H]2C1 | -0.8
C[C@@H]1CCCCO[C@H](CN(C)S(=O)(=O)c2ccccc2)[C@@H](C)CN([C@@H](C)CO)C(=O)c2cc(NC(=O)c3ccncc3)ccc2O1 | -0.3
O=C(CN1CCOCC1)N[C@@H]1CC[C@@H](CCNS(=O)(=O)c2ccccc2F)O[C@H]1CO | -0.8
CNC[C@@H]1OCCCC[C@@H](C)Oc2ccc(NS(=O)(=O)c3ccccc3)cc2C(=O)N([C@@H](C)CO)C[C@@H]1C | -1.2
Cc1ccc(S(=O)(=O)Nc2ccc3c(c2)C(=O)N(C)[C@H]2CC[C@@H](CC(=O)NCCc4ccncc4)O[C@@H]2CO3)cc1 | 1.6
Cc1ccc(-c2ccc3c(c2)O[C@@H](CN(C)C)[C@H](C)CN([C@H](C)CO)S3(=O)=O)cc1 | 3.0
CCC(=O)N1C[C@@H](C)[C@@H](OC)CN(C)C(=O)c2ccc(NS(C)(=O)=O)cc2OC[C@H]1C | -1.4
COC(=O)C[C@@H]1CC[C@@H]2[C@@H](COc3ccc(NC(=O)c4cc(C)on4)cc3C(=O)N2C)O1 | -2.4
CN(C)C(=O)c1cccc(-c2ccc3c(c2)[C@H]2[C@H](CCN2C(=O)Nc2cccc(F)c2)[C@@H](CO)N3C)c1 | -1.5
CO[C@@H]1CN(C)C(=O)c2cc(NC(C)=O)ccc2OC[C@H](C)N(Cc2ccncc2)C[C@@H]1C | 0.4
C[C@@H]1CN([C@@H](C)CO)C(=O)c2cc(NC(=O)NC3CCCCC3)ccc2O[C@H]1CN(C)Cc1ccc(-c2ccccc2)cc1 | -3.3
CO[C@H]1CN(C)C(=O)c2ccc(NC(=O)c3cccc(F)c3)cc2OC[C@H](C)N(C)C[C@H]1C | 3.3
CCNC(=O)C[C@@H]1CC[C@H]2[C@@H](COc3ccc(NC(=O)Nc4cccc(Cl)c4)cc3C(=O)N2C)O1 | 0.6
CC(C)CC#Cc1ccc2c(c1)O[C@@H](CN(C)C(=O)c1ccccn1)[C@H](C)CN([C@@H](C)CO)S2(=O)=O | 1.5
C[C@@H]1CCCCO[C@H](CN(C)C(=O)c2ccncc2)[C@H](C)CN([C@H](C)CO)C(=O)c2cc(NS(=O)(=O)c3cn(C)cn3)ccc2O1 | -1.1
CC(C)C#Cc1ccc([C@H]2[C@@H](C#N)N(C(=O)c3ccccn3)[C@H]2CO)cc1 | 2.4
C[C@H]1CN([C@@H](C)CO)C(=O)c2c(c3ccccc3n2C)-c2ccccc2CO[C@@H]1CN(C)S(=O)(=O)c1cccc(C#N)c1 | -1.6
CCNC(=O)C[C@H]1CC[C@@H]2[C@H](COc3ccc(NS(=O)(=O)c4ccccc4C)cc3C(=O)N2C)O1 | 0.0
CO[C@H]1CC[C@H]2CCN(C)C(=O)C[C@@H](c3ccccc3)CN(C)C(=O)c3cccc(C#N)c3OC[C@H]1O2 | -0.4
C[C@H](CO)N1C[C@H](C)[C@H](CN(C)CC2CCCCC2)Oc2ccc(NS(=O)(=O)c3cccs3)cc2CC1=O | 4.3
CNC[C@@H]1Oc2ccc(NS(C)(=O)=O)cc2CC(=O)N([C@@H](C)CO)C[C@H]1C | 0.0
C[C@H](CO)N1C[C@H](C)[C@@H](CN(C)C(=O)CCCN(C)C)OCCCC[C@H](C)Oc2ccc(NC(=O)Nc3ccccc3)cc2C1=O | 2.8
COCC#Cc1cnc2c(c1)C(=O)N([C@H](C)CO)C[C@@H](C)[C@H](CN(C)C(=O)NC1CCCC1)O2 | -0.1
C[C@@H]1CN([C@H](C)CO)C(=O)c2cccc(NC(=O)Nc3ccc(F)cc3)c2O[C@H]1CN(C)Cc1ccc(-c2ccccc2)cc1 | -1.5
CN1C(=O)c2cc(NC(=O)Cc3cccs3)ccc2OC[C@H]2O[C@H](CC(=O)NCC3CCCCC3)CC[C@@H]21 | -2.0

4 compounds out of the list, arranged by heavy-atom count, lowest first.
SMILES | BioA inh
CNC[C@@H]1Oc2ccc(NS(C)(=O)=O)cc2CC(=O)N([C@@H](C)CO)C[C@H]1C | 0.0
O=C(CN1CCOCC1)N[C@@H]1CC[C@@H](CCNS(=O)(=O)c2ccccc2F)O[C@H]1CO | -0.8
CC(C)CC#Cc1ccc2c(c1)O[C@@H](CN(C)C(=O)c1ccccn1)[C@H](C)CN([C@@H](C)CO)S2(=O)=O | 1.5
CN(C)C(=O)c1cccc(-c2ccc3c(c2)[C@H]2[C@H](CCN2C(=O)Nc2cccc(F)c2)[C@@H](CO)N3C)c1 | -1.5

Going on with the list:
SMILES | BioA inh
O=S(=O)(c1ccc(F)cc1)N1C[C@@H]2[C@H](c3ccccc31)[C@H](CO)N2Cc1ccc2c(c1)OCO2 | -7.2
O=C(C[C@H]1C[C@@H]2c3cc(NC(=O)C4CCC4)ccc3O[C@@H]2[C@@H](CO)O1)NC1CCCC1 | 2.5
Cc1ccc(S(=O)(=O)N(C)C[C@@H]2Oc3cc(C#CC4CCCC4)ccc3S(=O)(=O)N([C@H](C)CO)C[C@@H]2C)cc1 | 0.0
COc1ccc(NC(=O)Nc2ccc3c(c2)CC(=O)N([C@@H](C)CO)C[C@@H](C)[C@H](CN(C)C(=O)NC2CCCCC2)O3)cc1 | 0.6
O=S(=O)(N[C@@H]1CC[C@H](CCn2cc(C3(O)CCCC3)nn2)O[C@@H]1CO)c1ccc(F)cc1 | -1.0
COCC(=O)N(C)C[C@H]1Oc2cc(-c3ccc(C)cc3)ccc2S(=O)(=O)N([C@H](C)CO)C[C@H]1C | -0.5
C[C@H]1CN([C@@H](C)CO)C(=O)c2cc(NC(=O)NC3CCCCC3)ccc2O[C@@H]1CN(C)S(=O)(=O)c1cccs1 | 1.0
CN(C)C(=O)[C@@H]1[C@@H](CO)[C@@H]2Cn3c(ccc(C4=CCCCC4)c3=O)[C@H]1N2Cc1ccccc1F | -2.4
Cc1noc(C)c1S(=O)(=O)Nc1ccc2c(c1)C(=O)N([C@H](C)CO)C[C@H](C)[C@@H](CN(C)Cc1ccc3c(c1)OCO3)OCCCC[C@H](C)O2 | 3.4
CO[C@H]1CN(C)C(=O)c2ccc(NS(=O)(=O)c3ccccc3)cc2OC[C@H](C)N(Cc2cccnc2)C[C@H]1C | -0.6
CCS(=O)(=O)Nc1ccc2c(c1)C(=O)N(C)[C@@H]1CC[C@H](CC(=O)NC3CCCCC3)O[C@@H]1CO2 | 0.2
C[C@@H]1CCCCO[C@@H](CN(C)C(=O)C2CCCCC2)[C@@H](C)CN([C@@H](C)CO)C(=O)c2cc(NS(=O)(=O)c3ccccc3)ccc2O1 | -2.3
C[C@@H]1CN([C@H](C)CO)S(=O)(=O)c2ccc(C#CC3CCCCC3)cc2O[C@H]1CN(C)C | 1.1
C[C@H](CO)N1C[C@H](C)[C@@H](CN(C)Cc2ccc(Oc3ccccc3)cc2)Oc2ccc(NC(=O)Nc3ccc(F)cc3)cc2C1=O | -0.4
C[C@@H]1CCCCO[C@@H](CN(C)Cc2ccncc2)[C@H](C)CN([C@@H](C)CO)C(=O)c2cc(NC(=O)Nc3ccc(F)cc3)ccc2O1 | -2.8
O=C(C[C@@H]1CC[C@@H]2[C@H](COC[C@H](O)CN2C(=O)Nc2ccc(C(F)(F)F)cc2)O1)NCC1CC1 | 0.1
CC(C)C#Cc1cnc2c(c1)C(=O)N([C@H](C)CO)C[C@@H](C)[C@H](CN(C)C(=O)Nc1ccccc1)O2 | 1.0
CCNC(=O)C[C@@H]1CC[C@@H]2[C@H](COc3ccc(NC(=O)c4cccc(OC)c4)cc3C(=O)N2C)O1 | 1.3
CCCC(=O)Nc1ccc2c(c1)OC[C@@H](C)N(C(=O)c1ccccn1)C[C@@H](C)[C@H](OC)CN(C)C2=O | -3.1
C[C@H]1CN([C@@H](C)CO)C(=O)Cc2cc(NC(=O)Cc3cn(C)c4ccccc34)ccc2O[C@@H]1CN(C)C(=O)Nc1ccc(C(F)(F)F)cc1 | 0.5
COc1ccccc1CNC(=O)C[C@H]1CC[C@H]2[C@@H](COC[C@H](O)CN2C(=O)Nc2ccccc2)O1 | -0.9
COC(=O)C[C@H]1CC[C@@H](NS(=O)(=O)c2ccc(OC)cc2)[C@@H](CO)O1 | -0.2
N#Cc1cccc(-c2ccc3c(c2)[C@@H]2[C@@H](CCN2Cc2ccncc2)[C@@H](CO)N3)c1 | 22
COc1ccc(CN(C)C[C@@H]2OCCCC[C@H](C)Oc3ccc(NS(=O)(=O)c4ccc(F)cc4)cc3C(=O)N([C@H](C)CO)C[C@H]2C)cc1 | 1.4
COc1ccc(NC(=O)Nc2ccc3c(c2)C(=O)N([C@@H](C)CO)C[C@H](C)[C@H](CN(C)Cc2ccc(C(F)(F)F)cc2)O3)cc1 | -4.6
The results go on:
SMILES | BioA inh
C[C@@H]1CN([C@H](C)CO)S(=O)(=O)c2ccc(C3=CCCC3)cc2O[C@@H]1CN(C)CC1CCCCC1 | -1.3
COc1ccc(NC(=O)N(C)C[C@H]2Oc3ccc(NC(=O)C4CC4)cc3C(=O)N([C@H](C)CO)C[C@H]2C)cc1 | 0.4
C[C@H](CO)N1C[C@H](C)[C@H](CN(C)S(=O)(=O)c2ccccc2)Oc2c(NC(=O)Nc3ccccc3)cccc2C1=O | -0.5
COCCN(C[C@@H]1[C@H](c2ccccc2)[C@@H](CO)N1C(=O)C1CCC1)C(C)=O | 1.5
Cc1ccc(-c2ccc([C@@H]3[C@@H](CO)N4CCCCN(Cc5cncnc5)C[C@@H]34)cc2)cc1 | -0.7
CC(C)NC(=O)N(C)C[C@@H]1Oc2ccc(NC(=O)C3CC3)cc2CC(=O)N([C@@H](C)CO)C[C@@H]1C | -2.4
CCCC(=O)Nc1ccc2c(c1)C(=O)N(C)C[C@H](OC)[C@H](C)CN(C(C)=O)[C@H](C)CO2 | -1.3
CN1CCN(C(=O)C[C@H]2CC[C@H]3[C@@H](COC[C@H](O)CN3C(=O)Nc3cc(Cl)cc(Cl)c3)O2)CC1 | 1.1
CCCC#Cc1cnc2c(c1)C(=O)N([C@@H](C)CO)C[C@H](C)[C@H](CN(C)C(=O)c1ccc(F)cc1)O2 | -0.6
CCC(=O)NC[C@@H]1[C@@H](c2ccccc2)[C@H](CO)N1C(=O)C1CCC1 | 1.1
CNC(=O)C[C@@H]1CC[C@H]2[C@H](COc3ccc(NC(=O)c4ccccc4Cl)cc3C(=O)N2C)O1 | -1.4
O=C(NCC[C@@H]1CC[C@H](NC(=O)C2CC2)[C@@H](CO)O1)c1cc(Cl)cc(Cl)c1 | -0.5
CCCNC(=O)N(C)C[C@@H]1Oc2ncc(C#C[C@@H](C)O)cc2C(=O)N([C@@H](C)CO)C[C@@H]1C | -4.0
Cc1noc(C)c1S(=O)(=O)Nc1ccc2c(c1)C(=O)N([C@@H](C)CO)C[C@H](C)[C@@H](CN(C)Cc1ccc(C(F)(F)F)cc1)O2 | 0.3
CO[C@@H]1CN(C)C(=O)c2ccc(NC(=O)Nc3cc(F)ccc3F)cc2OC[C@@H](C)N(C(=O)c2ccccn2)C[C@H]1C | 0.4
CN(C)CC#Cc1ccc([C@@H]2[C@H](CO)N3CCCCN(C(=O)CN(C)C)C[C@@H]23)cc1 | -6.2
COc1ccc(NC(=O)Nc2ccc3c(c2)C(=O)N([C@@H](C)CO)C[C@H](C)[C@@H](CN(C)CC2CCCCC2)O3)cc1 | -1.5
C[C@@H]1CCCCO[C@@H](CN(C)C(=O)c2ccncc2)[C@H](C)CN([C@H](C)CO)C(=O)c2cc(NS(C)(=O)=O)ccc2O1 | 0.0
N#C[C@H]1N[C@H](CO)[C@@H]1c1ccc(-c2cccc(F)c2)cc1 | -3.4
CO[C@H](CN(C)S(=O)(=O)c1cn(C)cn1)[C@H](C)CN(C(=O)Nc1ccc(F)cc1)[C@@H](C)CO | -1.4
COCC#Cc1cnc2c(c1)C(=O)N([C@@H](C)CO)C[C@@H](C)[C@@H](CN(C)Cc1ccc(-c3ccccc3)cc1)O2 | -2.2
CCCC(=O)Nc1ccc2c(c1)C(=O)N(C)[C@H]1CC[C@H](CC(=O)NCC3CC3)O[C@@H]1CO2 | -6.4
COc1ccc(CN(C)C[C@H]2OCCCC[C@@H](C)Oc3ccc(NC(=O)CCC(F)(F)F)cc3C(=O)N([C@H](C)CO)C[C@H]2C)cc1 | 1.6
O=C(N[C@@H]1C=C[C@@H](CC(=O)N2CCCCC2)O[C@@H]1CO)c1ccccn1 | -1.3
C[C@H](CO)N1C[C@H](C)[C@@H](CN(C)S(=O)(=O)c2cn(C)cn2)Oc2ccc(NC(=O)CCCCCC(=O)Nc3ccccc3N)cc2C1=O | -2.3
Cc1noc(C)c1NC(=O)Nc1ccc2c(c1)C(=O)N(C)[C@H]1CC[C@@H](CC(=O)N[C@@H]3CCN(Cc4ccccc4)C3)O[C@H]1CO2 | -0.9
CC(C)C#Cc1ccc2c(c1)O[C@H](CN(C)C(=O)c1ccccc1)[C@H](C)CN([C@H](C)CO)S2(=O)=O | 0.1
CN1C(=O)c2cc(NC(=O)c3cccs3)ccc2OC[C@H]2O[C@H](CC(=O)O)CC[C@H]21 | 0.9
CO[C@@H]1CN(C)C(=O)c2cc(NC(=O)c3cc(C)on3)ccc2OC[C@@H](C)N(S(=O)(=O)c2cccc(C)c2)C[C@H]1C | -0.3
O=C(C[C@@H]1CC[C@H](NC(=O)CN2CCOCC2)[C@H](CO)O1)NCCc1ccncc1 | 1.9

Bioassay records deposited in PubChem by Broad Institute.
